Screening data as filed in PubChem.
UGM FP inh: blocks M. tuberculosis UGM enzyme; 0.06% of 320,000 active; AID 504406; inhibition, % at 10 µM; purified UGM, fluorescence polarization probe displacement; in the data active = inhibition above about 10%, passing the limit was not always enough; inconclusive = no clear call, values can overlap the other calls
PrPC TRFRET: cell surface PrPC inhibition, primary TR-FRET screen. TR-FRET read-out. inhibition, % at 13.8 µM. 0.43% of 370,000 active; in the data active = inhibition above about 24%; note: 0% = median of the test wells and 100% = reference compound wells
GDH-TPI counter: counter-screen for M. tuberculosis FBA inhibitors: GDH-TPI coupled enzymes. GDH-TPI coupled enzyme counterscreen, NADH absorbance. inhibition, % at 4.8 µM. 1.2% of 360,000 active; in the data active = inhibition above about 30%;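 note: 0% = DMSO wells and 100% = wells lacking the enzyme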
BioA inh: inhibitors of Mycobacterium tuberculosis BioA enzyme; 0.096% of 360,000 active; purified M. tuberculosis BioA enzyme, plate reader; inhibition, % at 9.99 µM; in the data active = inhibition above about 40%; inconclusive = no clear call, values can overlap the other calls
FBA Mtb inh: inhibitors of M. tuberculosis fructose-bisphosphate aldolase. P9WQA3. purified M. tuberculosis FBA, fluorescence read-out. inhibition, % at 1 µM. 2.3% of 360,000 active. AID 588726; in the data active = inhibition above about 27%;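 note: 0% = vehicle and 100% = reference inhibitor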
Target sequence (P9WQA3 whole entry, looked up): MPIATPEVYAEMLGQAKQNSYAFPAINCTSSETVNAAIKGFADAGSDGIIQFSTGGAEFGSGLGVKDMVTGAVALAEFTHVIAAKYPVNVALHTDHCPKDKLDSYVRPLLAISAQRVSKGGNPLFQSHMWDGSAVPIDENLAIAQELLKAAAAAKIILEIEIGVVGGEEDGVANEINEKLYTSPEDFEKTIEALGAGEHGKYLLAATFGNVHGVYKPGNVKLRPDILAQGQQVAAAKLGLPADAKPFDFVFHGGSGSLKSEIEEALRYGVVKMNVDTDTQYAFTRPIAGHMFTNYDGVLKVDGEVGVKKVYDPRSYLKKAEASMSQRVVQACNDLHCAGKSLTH
BoNT-F LC inh: inhibitors of Botulinum neurotoxin F light chain protease | Multiplex microsphere protease cleavage assay, flow cytometry | inhibition, % at 10 µM | 0.22% of 360,000 active | AID 588497; in the data active = inhibition above about 35%, passing the limit was not always enough; inconclusive = no clear call, values can overlap the other calls; note: plate controls were buffer without enzyme for full effect and enzyme alone for no effect
FadD28 FP inh: inhibitors of Mycobacterium tuberculosis FadD28 bisubstrate binding | inhibition, % at 12.5 µM | 0.22% of 360,000 active | FadD28 bisubstrate probe binding, fluorescence polarization; in the data active = inhibition above about 8.5%, passing the limit was not always enough; inconclusive = no clear call, values can overlap the other calls
Rv3671c protease: Rv3671c (M. tuberculosis) protease inhibition | P9WHR9 | inhibition, % at 5.96 µM | 0.048% of 320,000 active; in the data active = inhibition above about 38%;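 note: extracellular domain of Rv3671c used as enzyme; 0% = enzyme with DMSO and 100% = no enzyme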
Target sequence (P9WHR9 whole entry, looked up, the tested form may be a part): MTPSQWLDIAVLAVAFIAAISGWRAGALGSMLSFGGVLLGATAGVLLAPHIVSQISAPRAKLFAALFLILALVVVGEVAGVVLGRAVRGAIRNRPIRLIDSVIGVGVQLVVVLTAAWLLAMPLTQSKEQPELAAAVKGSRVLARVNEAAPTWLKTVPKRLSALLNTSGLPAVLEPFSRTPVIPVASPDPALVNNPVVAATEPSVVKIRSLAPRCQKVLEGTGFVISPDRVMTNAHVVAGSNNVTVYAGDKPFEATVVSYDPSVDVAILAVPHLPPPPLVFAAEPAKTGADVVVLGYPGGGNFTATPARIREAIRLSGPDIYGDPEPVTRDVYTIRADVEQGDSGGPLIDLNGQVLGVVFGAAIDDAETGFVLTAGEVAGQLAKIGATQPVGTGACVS
MazF activator: activators of E. coli MazEF toxin-antitoxin RNase; P0AE70; FAM/BHQ RNA-DNA oligo cleavage fluorescence, 5 h; activation, % at 20 µM; 0.32% of 350,000 active; AID 504720; in the data active = activation above about 50%
Target sequence (P0AE70 whole entry, looked up): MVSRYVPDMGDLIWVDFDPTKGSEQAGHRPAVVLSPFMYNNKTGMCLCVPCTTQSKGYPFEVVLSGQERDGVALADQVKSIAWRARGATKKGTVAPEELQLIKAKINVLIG
The depositor's hits bear a star; ? = inconclusive; . = not tested or not shown; & = joins results of further samples.

SMILES	UGM FP inh	PrPC TRFRET	GDH-TPI counter	BioA inh	FBA Mtb inh	BoNT-F LC inh	FadD28 FP inh	Rv3671c protease	MazF activator
CCCn1nc(NC(=O)CC(C)C)c2cc3ccccc3nc21	0.1	-8	13	-2.2	1	3	-1.5	8	8
CCCCCCCN=CC1=C(O)CC(c2ccccc2)CC1=O (stereo not given)	3.8	-5	-2	-5.6	3	4	-0.1	-1	-4
COc1cc(S(=O)(=O)N2CCN(c3ccccc3F)CC2)c(OC)cc1Cl	3.7	6	-4	-0.8	3	-4	-8.5	-7	1
O=C(Nn1c(COc2ccccc2)nc2ccccc2c1=O)C(Cl)(Cl)Cl	2.1	1	7	0.8	1	-17	-2.0	.	-1
CCOc1cc(C)c(S(=O)(=O)NCc2ccccn2)cc1C	-2.1	8	-16	7.5	-4	?	-3.2	6	3
O=c1cc(CNc2cc(C(F)(F)F)cc(C(F)(F)F)c2)nc2sccn12	-2.1	29*	15	1.1	1	-1	-1.5	-21	3
CCSc1nnc(-c2cc(Br)ccc2N=Cc2c(C)[nH]n(-c3ccccc3)c2=O)c(=O)[nH]1	0.1	-5	7	.	-2	-6	-4.0	-1	3
O=C(Cn1ncc2c(=O)oc3ccccc3c21)NCCN1CCN(c2ccccc2F)CC1	3.0	-5	2	-0.3	-2	-4	-2.2	4	9
CN(c1ccccc1)P(=O)(N1CC1)N1CC1	.	-5	2	.	0	0	-4.8	.	0
Cc1ccc(-c2noc(CCC(=O)NC3CC3)n2)cc1	2.8	0	-7	0.8	-3	-2	-3.7	-5	4
CCOc1ccc(N2CC(C(=O)Nc3nnc(Cc4ccc(OC)cc4)s3)CC2=O)cc1 (stereo not given)	2.0	5	-3	0.3	-2	-16	0.4	-40	8
CCN1CCN(C(=O)COCc2cc(-c3ccc4c(c3)OCO4)on2)CC1	-1.7	-4	7	.	2	2	-1.7	-5	-4
c1ccc2c(c1)nnn2-c1ncnc2sccc12	0.5	4	11	-1.2	1	-4	-1.8	0	3
CCC(Cc1ccccc1)NC(=O)C1CCN(S(=O)(=O)c2ccc3c(c2)CC(C)N3C(C)=O)CC1 (stereo not given)	1.0	11	3	5.0	1	-4	1.2	-1	-3
Cc1nn(C)c(C)c1S(=O)(=O)N1CCC(C(=O)NC(C)c2ccccc2)CC1 (stereo not given)	-0.6	3	5	-0.1	-1	-6	-3.9	-4	10
Cc1ccnc(NC(=S)NC(=O)/C=C/c2ccccc2)c1	0.4	-5	15	-3.8	-1	1	-2.5	5	2
O=c1cc(Nc2ccc3c(c2)OCCO3)[nH]c(=O)n1-c1ccc(Br)cc1	-0.2	-2	6	-0.7	6	-7	1.4	2	-3
CCOc1ccccc1NC(=O)CC1Nc2cc(C)c(C)cc2NC1=O (stereo not given)	-2.1	4	19	0.0	-1	0	-1.3	-10	12
CCCc1c(C(=O)Nc2cc(C(C)(C)C)on2)cnn1-c1ccccc1	-2.1	8	-1	.	1	?	-1.2	4	1
COCCN1C[C@@H](CO)O[C@@H](n2cnc3c(N(C)C)ncnc32)C1	.	-1	13	-1.0	2	-3	-3.0	.	.
CCOCCCNC(=O)C1CCC(CNS(=O)(=O)c2ccc(Cl)cc2)CC1 (stereo not given)	-1.9	3	4	-1.3	1	-13	-1.2	4	-1
CC(=O)NNc1ncnc2c1cnn2-c1ccc(C)cc1	-0.1	8	-2	.	3	-6	-2.7	-6	6
Clc1cc(Br)ccc1OCCOCCN1CCOCC1	-2.3	-3	6	1.2	3	0	0.3	5	-3
CCOC(=O)Nc1nnc(-c2ccc(OC)c(OC)c2)s1	-0.1	7	12	-1.5	62*	18	-1.1	5	-2
Cc1n[nH]c(=O)c2c(NC(=O)CSc3nncs3)oc(C)c12	-1.6	0	-6	.	0	3	-2.1	3	-3
Cc1ccc(NC(=O)CSc2nnc(CNC(=O)C34CC5CC(CC(C5)C3)C4)n2-c2ccc(F)cc2)cc1	-0.8	-11	-5	-0.5	-1	-2	-1.1	1	6
O=C(CCN1CCOCC1)NNC(=O)c1ccc(Cl)c([N+](=O)[O-])c1	-3.1	-24	4	.	2	1	-0.1	4	3
Cc1ccc(Cc2nnc(SCC(=O)Nc3ccccc3)n(N)c2=O)cc1	-0.3	2	-1	0.9	2	-2	-2.5	7	3
COc1ccccc1NS(=O)(=O)c1cc(NC(=O)c2ccc(Cl)nc2)ccc1N1CCCC1	2.2	.	24	3.9	3	1	-0.6	-83	-4
CCO[C@H]1OC(C(=O)N2CCN(C)CC2)=C[C@@H](C(C)(C)C)[C@@H]1CCCO	1.4	2	-3	-0.6	2	-3	-0.5	1	5
C=CC[C@H](CC(=O)N[C@H](CO)Cc1ccccc1)C(=O)N[C@@H](COC(=O)[C@@H](CC=C)CC(=O)OC(C)(C)C)Cc1c[nH]c2ccccc12	3.7	4	-4	-0.4	0	-4	-1.7	-1	1
C#CCN(CC=C)C(=O)C1CCC(=O)N(CCCc2ccccc2)C1 (stereo not given)	-1.2	5	3	-0.6	-2	-12	0.0	2	-2
C#CCN1C(=O)C2C(C(=O)NC)C3C=CC2(O3)C1C(=O)NCc1ccc(OC)cc1 (stereo not given)	1.6	-7	2	-4.0	0	-24	0.7	1	-3
COc1ccc2ccccc2c1/C=N/NC(=O)c1cccc([N+](=O)[O-])c1	0.4	26*	5	-0.3	2	32	-2.0	-4	7
Cc1nc2ccc(NC(=S)N3CCC(C)CC3)cc2nc1C	1.1	12	6	0.8	6	-5	-3.1	-3	5
O=C1CC(N(C(=O)c2ccco2)c2cccc(Cl)c2)C(=O)N1c1cccc(Cl)c1 (stereo not given)	0.3	-3	1	-1.4	1	-4	-1.3	2	0
Cc1nn(C)c(C)c1S(=O)(=O)N(CC(=O)Nc1ccc2c(c1)OCO2)c1ccc(C(C)C)cc1	0.6	-4	-1	-0.6	0	-10	-2.3	7	2
COC(=O)C1=C(N)Oc2cc(C)[nH]c(=O)c2C1c1cc(OC)c(OC)c(OC)c1 (stereo not given)	-0.2	-1	8	-1.4	0	2	-0.8	-4	3
COc1ccc(N=Nc2cc(C)ccc2O)cc1	0.4	-8	-3	.	-2	1	-0.3	3	6
O=C1CCCc2c1[nH]c1ccccc21	-1.6	3	11	0.6	1	1	-2.4	3	7
O=C(CCCOc1ccc(Cl)cc1)NCC1CCCO1 (stereo not given)	-1.3	1	5	-1.0	-1	-16	-2.9	0	-4
CCc1ccc(N(C(=O)c2csnn2)C(C(=O)NC2CCCCC2)c2cccnc2)cc1 (stereo not given)	0.1	1	-10	.	2	0	.	-1	-17
CCCCSc1cc(=O)[nH]c(N)n1	0.1	3	9	1.3	-6	-1	-1.1	6	7
C[C@H]1CN([C@@H](C)CO)C(=O)CCCn2nncc2CO[C@@H]1CN(C)C(=O)c1ccc2ccn(C)c2c1	.	-8	5	-0.5&-1.1	7	-2	0.8	.	-4
CC(C)c1ccc(NC(=O)C2CCCN(S(=O)(=O)c3ccc4c(c3)C(C)(C)C(=O)N4C)C2)cc1 (stereo not given)	-0.4	79*	-10	1.8	0	1	-1.6	-12	0
CN(C(=O)c1ccc(-c2nn(C)c(=O)c3ccccc23)cc1)c1ccccc1	-2.5	-4	9	.	-1	3	1.3	10	0
COc1ccc(C(=O)N/N=C(\CCC(=O)O)c2ccc(C(C)(C)C)cc2)cc1OC	-0.2	5	1	.	-2	-7	-2.4	8	-6
COc1cccc(-c2noc(CCC(=O)NC3CCCC3)n2)c1	0.6	1	7	-1.4	2	12	-1.9	.	-3
COc1ccc(NC(=O)C2(C)Cc3c(-c4ccc(N(C)C)cc4)ccnc3O2)cc1OC (stereo not given)	.	6	16	1.6	29*	-7	-0.8	.	.
COc1ccc(OC)c(-n2cnnn2)c1	-0.5	-7	10	.	3	?	-2.3	4	7
O=C(NCc1ccccc1)C1CCCN(S(=O)(=O)c2ccc(-n3cnnn3)cc2)C1 (stereo not given)	0.4	-5	-1	0.3	-5	1	-1.5	9	2
CCOC(=O)C1C(=O)CC(=O)CC1CC(C)SCC (stereo not given)	-1.3	8	4	0.9	1	3	-1.5	2	-8
CCCCN(CCCC)CCCN1CC(=O)N2[C@@H](Cc3c([nH]c4ccccc34)C2(C)C)C1=O	-0.4	-13	0	-2.0	1	-11	-4.7	-6	4
C#CCOCCOCCOCCNc1nc(N2CCN(C(=O)[C@H]([C@@H](C)CC)n3cc([C@@H](N)CO)nn3)CC2)nc(N2CCN(C(=O)[C@H](CCCCN)n3cc([C@@H](N)CC(C)C)nn3)CC2)n1	-1.4	1	.	.	.	.	.	-2	13
Cc1cc(NC(=O)CCC(=O)N(c2cccc(F)c2)C(C(=O)NC2CCCC2)c2ccccc2)no1 (stereo not given)	0.6	7	2	0.4	1	-8	-0.6	-15	8
O=C(Nc1ccccc1N1CCCCC1)C1=COCCO1	-2.5	-15	2	1.3	-1	4	-0.7	0	-10
Cc1ccc(NCC(=O)N/N=C/c2ccc(C(=O)O)cc2)cc1	-2.6	-12	5	0.4	2	2	-2.3	2	-2
CCOc1ccc(NC(=O)Nc2ccc3c(c2)nnn3C)cc1	-2.9	13	20	2.5	-1	-11	-1.5	-1	10
c1coc(CNCCCN2CCOCC2)c1	-0.7	-4	2	2.0	0	5	-0.4	8	2
COCCn1nnnc1C(c1ccccc1)N1CCN(Cc2ccc3c(c2)OCO3)CC1 (stereo not given)	-1.2	-2	-12	1.7	0	-4	-1.6	6	3

The closing six records of the section before come first, to join the parts.
SMILES	UGM FP inh	PrPC TRFRET	GDH-TPI counter	BioA inh	FBA Mtb inh	BoNT-F LC inh	FadD28 FP inh	Rv3671c protease	MazF activator
Cc1cc(NC(=O)CCC(=O)N(c2cccc(F)c2)C(C(=O)NC2CCCC2)c2ccccc2)no1 (stereo not given)	0.6	7	2	0.4	1	-8	-0.6	-15	8
O=C(Nc1ccccc1N1CCCCC1)C1=COCCO1	-2.5	-15	2	1.3	-1	4	-0.7	0	-10
Cc1ccc(NCC(=O)N/N=C/c2ccc(C(=O)O)cc2)cc1	-2.6	-12	5	0.4	2	2	-2.3	2	-2
CCOc1ccc(NC(=O)Nc2ccc3c(c2)nnn3C)cc1	-2.9	13	20	2.5	-1	-11	-1.5	-1	10
c1coc(CNCCCN2CCOCC2)c1	-0.7	-4	2	2.0	0	5	-0.4	8	2
COCCn1nnnc1C(c1ccccc1)N1CCN(Cc2ccc3c(c2)OCO3)CC1 (stereo not given)	-1.2	-2	-12	1.7	0	-4	-1.6	6	3
CC(C)N(C(=O)COC(=O)c1ccc(Cl)s1)c1ccccc1	-0.6	3	4	-1.0	0	-6	.	6	-4
COc1cccc2c(N/N=C/c3ccco3)cc(C)nc12	-0.3	-6	3	.	3	-3	-2.8	5	1
CC(C)CC(COCc1ccc(F)cc1)N1CCN(C(=O)c2cccc(C(F)(F)F)c2)CCC1=O (stereo not given)	1.5	11	8	-0.1	6	-5	-1.5	4	-1
O=C(NC(=S)Nc1ccc(Cl)cc1)c1ccccc1	-2.1	-8	12	-1.8	4	-2	0.3	0	10
CCCCn1cc(C(C)(C)C)c(C#N)c1NC(C)=O	0.0	-12	-3	-0.9	0	5	-4.2	4	1
COc1ccc(-c2noc(CN(C)CCC3CCCCO3)n2)cc1 (stereo not given)	-1.1	1	6	7.0	3	0	0.9	-8	-8
CCOc1ccc(OCCSc2nc(C)cc(=O)[nH]2)cc1	0.4	0	2	-0.4	1	-2	-0.5	-3	2
CC(=O)Nc1ccc(C(=O)NNC(=O)CCCCC(=O)NNC(=O)c2ccc(NC(C)=O)cc2)cc1	-0.8	-7	9	.	2	0	-1.1	2	3
C=C1CCN(Cc2ccccc2)S(=O)(=O)c2ccccc21	-1.5	-2	3	1.3	0	-12	-1.4	-3	2
OC(c1cccc(Cl)c1)c1ncc(-c2ccc(C(F)(F)F)cc2)[nH]1 (stereo not given)	.	.	6	1.2	-3	0	-8.6	.	.
CCC(=O)NNc1nc2c(C)cccc2s1	-4.5	-14	4	-0.5	2	-1	0.2	3	5
